# D1 PAM = enhances dopamine response at the human D1 receptor. potentiation, % at 10 µM. P21728. 0.036% of 360,000 active. HEK293 TREx D1 cells, calcium flux, dopamine EC20 potentiation. AID 504651; in the data active means potentiation above about 30%; further: 0% is about no effect
# Vif-APOBEC3G blk = inhibitors of Vif-APOBEC3G interaction; AID 602310; HeLa A3G-eYFP + Vif (tagged APOBEC3G with the HIV-1 protein that degrades it), YFP fluorescence, overnight; 0.076% of 410,000 active; Q9HC16; Potency, µM (top dose mostly 46.1 µM), for the others: top-dose activity, negative = active, most hits filed as inhibitors;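 further: potency means the concentration at half of the fitted maximal effect; on the % scale 0 is the no-effect control and ±100 the full control effect; nearly all actives have a fitted effect of over 60% in size; hits raise eYFP signal because A3G escapes Vif-driven loss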
#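 Read-out is eYFP fluorescence (Ex 488/Em 500-530) from Vif-expressing HeLa A3G-eYFP cells; more signal means A3G escaped Vif-mediated degradation. Cells plated overnight, compound pinned in, incubated overnight at 37 deg C.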
# Glioma ERSR ind = inducers of ER stress response in human glioma cells. Potency, µM, inactives show top-dose activation, usual class: activators. U87-MG GRP78 promoter luciferase reporter, 16 h. 0.02% of 420,000 active. AID 602332; further: potency means the concentration at half of the fitted maximal effect; series mostly up to about 76 µM; % of control where 0% means no effect; nearly all actives have a fitted effect of over 35% in size
#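 ERSR induction read as luciferase luminescence (Bright-Glo, 10 min at room temperature) in stably transfected human U87-MG glioma cells exposed to compounds for 16 h, using GRP78 as sensor.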
# LDHA inh = LDHA (human) enzyme inhibition; activity change, % (values are at about 110 or 230 µM); purified LDHA, NADH/diaphorase-resazurin fluorescence; active compounds read low; P00338; 0.15% of 480,000 active; in the data active means activity change below about -30%; inconclusive means mostly about -25% to -30%;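 further: plate controls were DMSO wells for no effect and wells without enzyme for full effect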
#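 Enzyme activity of human lactate dehydrogenase 5 (2 nM; 0.06 mM NADH, 0.2 mM pyruvate, 5 min, RT) is measured via a resazurin/diaphorase fluorescence readout of residual NADH.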
# D1 agonist = human D1 receptor agonism; P21728; HEK293 T-REx D1 cells, calcium flux, agonist mode; activation, % at 2 µM; 1% of 360,000 active; AID 504660; in the data active means activation above about 30%; further: 0% is about no effect
#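 Tetracycline-induced HEK293 TREx D1 cells, force-coupled to calcium signalling, were dye-loaded with a no-wash calcium kit. Compound was pin-added after a 10 s baseline. Fluorescence was read kinetically at 1 cycle/s for 180 s, with calcium rises flagged as agonism.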
# D2 PAM = D2 dopamine receptor (human) potentiation; P14416; HEK293 T-REx D2, calcium flux, EC20 dopamine potentiation; potentiation, % at 10 µM; 0.34% of 340,000 active;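 active means potentiation over 3 SD above the plate norm, cut at about 30% in these data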; further: 0% is about no effect
#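 Tetracycline-induced Hek293 Trex D2 cells, force-coupled to calcium, loaded with no-wash calcium dye. Compound added with 180 s kinetic read for agonism, then EC20 dopamine and a further 180 s read for potentiation.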
# RXFP1 ag = agonists of human relaxin receptor RXFP1 | HEK293T-RXFP1 cAMP TR-FRET, 30 min; response scale: percent of porcine relaxin response, buffer zero | Potency, µM (series often up to 57.5 µM), for the others: top-dose activation, hits mostly activators | 0.3% of 370,000 active; further: potency means the concentration at half of the fitted maximal effect; on the % scale 0 is the no-effect control and ±100 the full control effect; nearly all actives have a fitted effect of over 60% in size; many of its hits are not listed in these tables
# Target sequence (Q9HBX9 whole entry, looked up): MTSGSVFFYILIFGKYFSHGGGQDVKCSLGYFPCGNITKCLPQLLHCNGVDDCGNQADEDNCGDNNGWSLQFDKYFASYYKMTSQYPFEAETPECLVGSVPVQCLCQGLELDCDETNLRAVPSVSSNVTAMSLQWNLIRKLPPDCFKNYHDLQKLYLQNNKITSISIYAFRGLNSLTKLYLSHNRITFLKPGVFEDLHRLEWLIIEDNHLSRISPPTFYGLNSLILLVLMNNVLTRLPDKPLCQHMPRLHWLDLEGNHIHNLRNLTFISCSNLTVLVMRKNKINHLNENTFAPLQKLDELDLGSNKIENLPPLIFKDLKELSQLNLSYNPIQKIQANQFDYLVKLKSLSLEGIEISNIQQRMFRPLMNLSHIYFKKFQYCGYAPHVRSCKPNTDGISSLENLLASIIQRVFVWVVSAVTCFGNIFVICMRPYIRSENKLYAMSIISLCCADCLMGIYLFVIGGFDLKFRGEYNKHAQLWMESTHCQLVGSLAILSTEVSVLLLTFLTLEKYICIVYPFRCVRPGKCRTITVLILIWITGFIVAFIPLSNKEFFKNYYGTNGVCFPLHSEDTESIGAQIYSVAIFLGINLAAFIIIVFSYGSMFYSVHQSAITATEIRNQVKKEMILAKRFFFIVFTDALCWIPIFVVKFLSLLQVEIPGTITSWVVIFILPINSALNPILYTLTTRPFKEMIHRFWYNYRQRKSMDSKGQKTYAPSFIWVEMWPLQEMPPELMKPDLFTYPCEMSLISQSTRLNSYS
#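 cAMP rise read by TR-FRET after 30 min, 37C compound exposure (up to 58 uM) in RXFP1-transfected HEK293 cells with Ro 20174 present. EC50 from Hill-equation fits, with 29 nM porcine relaxin as 100% and buffer as basal.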
# D1 antag = antagonists of human D1 dopamine receptor | HEK293 TREx D1 cells, calcium flux, dopamine EC80; active compounds read low | 3.2% of 360,000 active | P21728 | activity change, negative = inhibition, % at 10 µM; in the data active means activity change below about -30%; further: on the % scale 0 is the no-effect control and ±100 the full control effect
#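 Allosteric or orthosteric antagonism assessed as attenuation of the calcium response to EC80 dopamine, added 180 s after compound, in induced HEK293 Trex D1 cells loaded with no-wash calcium dye.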
# Vif-APOBEC3F blk = blocks the Vif interaction with APOBEC3F; HeLa A3F-eYFP + Vif (tagged APOBEC3F with the HIV-1 protein that degrades it), YFP fluorescence increase; Potency, µM (highest dose often 46.1 µM), for the others: at the highest dose activity, negative = active; 0.2% of 390,000 active; AID 602313; further: potency means the concentration at half of the fitted maximal effect; % of control where 0% means no effect; nearly all actives have a fitted effect of over 65% in size
#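 HeLa cells stably expressing Vif plus C-terminally eYFP-tagged A3F were seeded, incubated overnight at 37 deg C, dosed with compound, incubated overnight again at 37 deg C. Yellow fluorescence (Ex 488/Em 500-530) reported blocked Vif-mediated A3F-eYFP degradation.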
# Starred values were filed as active, the others as inactive; ? = inconclusive; · = not tested or not shown; & = joins results of further samples. Unless noted, the call rests on the fitted dose curve; in most records, active means well fitted curve in the direction sought with a large enough effect; inconclusive means small, poorly fitted or top-dose-only effect, or another doubt; inactive means no such curve, though single readings can be large; an effect the other way counts as inactive or inconclusive. A portion of the library (hit frequency here may not be typical).
# Order of values – D1 PAM	Vif-APOBEC3G blk	Glioma ERSR ind	LDHA inh	D1 agonist	D2 PAM	RXFP1 ag	D1 antag	Vif-APOBEC3F blk
> CCNC(=S)SCCOc1ccccc1C
  -4	-4%	4%	0	4	-11	-0.1%	-13	-7%
> CCC(=O)Nc1ccc(-n2nnnc2SCC(=O)NNC(=O)c2ccco2)cc1
  3	-1%	-5%	-12	1	-16	0.0%	2	-1%
> O=C(CCC1N=C2c3ccccc3N=C(SCc3cccc(Cl)c3)N2C1=O)NCc1cccs1 (centres undefined)
  -1	0%	-2%	-5	9	-12	1.9%	17	0%
> Cc1ccc(-c2nc(C)sc2CC(=O)O)cc1
  2	-1%	-5%	4	0	13	0.8%	·	·
> O=[N+]([O-])c1cccc(-c2noc(COc3ccccc3)n2)c1
  -5	4%	2%	-5	1	-5	0.2%	32	7%
> COc1cc2ccc(-c3ccc4ccccc4n3)cc2cc1OC
  ·	-6%	1%	-8	·	·	·	·	-9%
> CC(C)=CC(O)C/C(C)=C/COc1ccc2ccc(=O)oc2c1 (centres undefined)
  -6	-15%	-5%	1	3	11	4.7%	-13	2%
> CC(C)c1onc(C(=O)NCc2ccccn2)c1[N+](=O)[O-]
  0	2%	-3%	3	0	-6	-0.9%	-6	?
> N=C1C(c2nc(-c3ccc(Cl)cc3)cs2)=C(O)CN1CCCN1CCOCC1
  -8	2%	8%	-3	4	-9	1.6%	20	-8%
> Cc1cccc2[nH]c3c(N4CC=C(c5ccc(F)cc5)CC4)ncnc3c12
  -8	-8%	-7%	-1	1	-20	5.6%	-24	-20%
> O=C(NCc1cccnc1)c1ccccc1NS(=O)(=O)c1ccccc1
  -6	2%	-3%	-8	1	1	0.2%	8	3%
> CCCCn1c(SCc2cccnc2)nc2c1c(=O)n(C)c(=O)n2C
  -4	0%	-4%	-5	0	7	11%	11	1%
> O=S1(=O)CCC(NS(=O)(=O)c2cccc3cccnc23)C1 (centres undefined)
  0	0%	-2%	1	0	34*	0.5%	13	·
> Cc1ccc(Cl)cc1N1CCN(c2ncnc3onc(-c4ccc(F)cc4)c23)CC1
  -6	1%	-3%	-1	1	-8	2.6%	-36*	4%
> Cc1ccc(OCc2nc(-c3ccccn3)n[nH]2)cc1
  -2	-5%	4%	4	1	1	-1.5%	1	6%
> Cc1c(NC(=O)COC(=O)CSc2ccc(C(N)=O)cc2[N+](=O)[O-])c(=O)n(-c2ccccc2)n1C
  -6	-2%	-4%	-4	3	5	-0.9%	-4	3%
> Cc1cc(C)cc(NC(=O)C2CCCN(S(=O)(=O)c3cccc4nsnc34)C2)c1 (centres undefined)
  -2	-2%	-2%	4	9	-23	4.8%	-9	3%
> COCCNS(=O)(=O)c1cccc2cccnc12
  0	4%	-6%	-3	1	1	0.7%	-9	-1%
> CCn1c2ccccc2c2nnc(SCC(=O)NC(CC(C)C)C(=O)OC)nc21 (centres undefined)
  -5	1%	-5%	-6	2	5	6.8%	1	6%
> COC(=O)c1sc2cnccc2c1N
  -4	2%	-4%	3	2	-11	8.3%	-8	-7%
> CCOC(=O)CN1C(=O)N[C@@H](CCc2ccccc2)[C@H](C(C)=O)[C@H]1C
  ·	-3%	-5%	1	·	·	·	·	2%
> CCn1nnnc1NCc1ccc(OCc2ccc(F)cc2Cl)c(OC)c1
  -2	2%	1%	-11	5	12	-1.0%	-3	2%
> COc1cccc(N2CCN(C(=O)CN3C(=O)COc4ccc(S(=O)(=O)N5CCC(C)CC5)cc43)CC2)c1
  -2	-3%	-3%	-1	4	-1	3.0%	19	-11%
> COc1cc(OC)cc(C(=O)N[C@H](C(=O)Nc2nnc(C3CC3)s2)C(C)C)c1
  2	-4%	-2%	-2	-4	-20	1.2%	14	-3%
> Cc1[nH]nc2ncc(C(=O)c3ccccc3O)cc12
  3	5%	0%	24	0	3	2.7%	7	-4%
> O=C(c1cn(CC(=O)N2CCCCC2)c2ccccc12)C1CC1
  0	3%	-4%	-2	0	9	1.4%	5	5%
> Cc1ccc(Cl)cc1N1CCN(CCCNC(=O)Cn2ncc3c([nH]c4ccccc43)c2=O)CC1
  -2	-1%	-2%	-6	1	-20	0.6%	-13	-16%
> Nc1n[nH]c(C2CC2)c1N=Nc1ccc(Cl)c(Cl)c1
  -8	-6%	-2%	-4	2	4	-0.4%	-17	-2%
> CC(=O)c1c(O)cc(=O)n(-c2ccccc2)c1-c1cccc2ccccc12
  ·	1%	-4%	-3	·	·	0.2%	·	-1%
> Cc1cccc(/C=N/n2c(-c3ccncc3)n[nH]c2=S)c1
  -1	2%	-3%	-5	0	16	-0.3%	2	-15%
> Cc1ccc(NC(=O)c2ccc(OC(F)(F)F)cc2)cc1S(=O)(=O)N(C)C
  -5	0%	-1%	-4	15	-25	0.8%	-24	-22%
> c1ccc(C2=Nn3c(nnc3-c3ccncc3)SC2)cc1
  1	4%	-3%	-7	3	-1	0.6%	-6	5%
> CCC1CCCCN1CCNC(=O)C1CCCN(S(=O)(=O)c2cccc3nsnc23)C1 (centres undefined)
  0	2%	-6%	0	1	-20	-1.7%	-8	-15%
> CCc1ccc(NC(=O)C2CCCN(S(=O)(=O)c3ccc4c(c3)CC(C)N4C(C)=O)C2)cc1 (centres undefined)
  -6	-1%	-2%	-4	1	-6	-0.8%	9	3%
> O=S(=O)(c1ccc(F)c(F)c1)N1CCN(Cc2ccc3c(c2)OCO3)CC1
  5	0%	-5%	-4	2	-5	-1.6%	-8	-3%
> COC(=O)C1C(=O)OC(C)(C)C1C(C)C(=O)c1ccccc1 (centres undefined)
  -3	0%	1%	-5	1	13	1.3%	-10	0%
> O=C(O)c1ccc(N2C(=O)c3ccccc3C2=O)cc1[N+](=O)[O-]
  ·	2%	-2%	-5	·	·	·	·	1%
> COc1ccc(-c2nc3scc(CCNS(=O)(=O)c4cccs4)n3n2)cc1
  -3	2%	-1%	-5	28	16	0.2%	·	2%
> COc1ccc(S(=O)(=O)NCCc2ccccc2)cc1OC
  0	2%	-2%	-5	5	11	2.7%	25	9%
> CC(C)NS(=O)(=O)c1ccc(OCC(=O)NCc2cccnc2)cc1
  -2	0%	-4%	-7	2	-3	1.5%	-6	-6%
> CC(C)(C)c1ccc(C(=O)NNC(=O)c2cccc(-n3cnnn3)c2)cc1
  0	-6%	0%	-2	3	-8	7.3%	-6	-7%
> CC(C)[C@H](NC(=O)[C@@H]1CSC2c3ccccc3C(=O)N21)C(=O)N1CCCCC1 (some centres undefined)
  -5	1%	-3%	-2	-1	2	2.5%	3	0%
> CCOc1ccc(NS(=O)(=O)c2ccc3c(c2)CCCN3C(=O)C2CCC2)cc1
  0	0%	-1%	5	5	3	1.1%	13	4%
> CCN1C[C@@H]2[C@@H]3C(=O)N(Cc4ccccc4)C(=O)[C@@H]3[C@](C)(C1=O)N2C(=O)c1ccc(C)cc1
  ·	0%	0%	-2	·	·	·	·	-3%
> Cc1c(C(=O)/C=C/N(C)C)nnn1-c1ccc(Cl)cc1C#N
  1	0%	7%	-2	6	8	1.4%	-14	?
> Cc1ccc(S(=O)(=O)c2ccc(-n3nc(C)cc3N)cc2)cc1
  2	-1%	-6%	-3	2	4	-0.8%	1	7%
> O=C(CN1C(=O)CC(c2ccccc2)=Nc2ccccc21)NCc1ccccc1
  -8	-6%	5%	-1	-3	11	1.0%	-6	-7%
> COc1cccc(-n2nnc3c(=O)n(CC(=O)OCc4ccccc4)cnc32)c1
  3	-2%	-1%	-15	9	50*	-0.8%	-5	-8%
> CC(C)(C)NC(=O)CSCc1c(Cl)cccc1Cl
  -6	-1%	-3%	-2	3	-5	3.4%	-11	11%
> CC(C)CCNC(=O)c1cc(-c2ccncc2)nc2ccc(S(=O)(=O)N3CCOCC3)cc12
  -2	-2%	-1%	-3&-1	3	·	1.6%	-3	-6%
> COc1ccc(CCNC(=O)CSc2ccsc2[N+](=O)[O-])cc1OC
  9	-9%	-2%	-1	-1	·	1.4%	1	0%
> O=C(COC(=O)COc1ccc(Cl)cc1)NC1CC1
  -2	-1%	-1%	-1	1	-3	1.3%	-5	0%

# A different layout for some results above:
SMILES,D1 PAM,Vif-APOBEC3G blk,Glioma ERSR ind,LDHA inh,D1 agonist,D2 PAM,RXFP1 ag,D1 antag,Vif-APOBEC3F blk
Cc1c(C(=O)/C=C/N(C)C)nnn1-c1ccc(Cl)cc1C#N,1,0%,7%,-2,6,8,1.4%,-14,?
Cc1ccc(S(=O)(=O)c2ccc(-n3nc(C)cc3N)cc2)cc1,2,-1%,-6%,-3,2,4,-0.8%,1,7%
O=C(CN1C(=O)CC(c2ccccc2)=Nc2ccccc21)NCc1ccccc1,-8,-6%,5%,-1,-3,11,1.0%,-6,-7%
COc1cccc(-n2nnc3c(=O)n(CC(=O)OCc4ccccc4)cnc32)c1,3,-2%,-1%,-15,9,50*,-0.8%,-5,-8%
CC(C)(C)NC(=O)CSCc1c(Cl)cccc1Cl,-6,-1%,-3%,-2,3,-5,3.4%,-11,11%
CC(C)CCNC(=O)c1cc(-c2ccncc2)nc2ccc(S(=O)(=O)N3CCOCC3)cc12,-2,-2%,-1%,-3&-1,3,·,1.6%,-3,-6%
COc1ccc(CCNC(=O)CSc2ccsc2[N+](=O)[O-])cc1OC,9,-9%,-2%,-1,-1,·,1.4%,1,0%
O=C(COC(=O)COc1ccc(Cl)cc1)NC1CC1,-2,-1%,-1%,-1,1,-3,1.3%,-5,0%

# Screens (PubChem)
